BAP1 block: inhibitors of human BAP1 deubiquitinase; recombinant BAP1, Ub-AMC hydrolysis fluorescence kinetic; hits give low values; activity remaining (% of control), % at 20 µM; AID 436; 72,000 tested, 0.48% active; Q92560;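 active = activity remaining at or below 50% of control, provided the compound also passes the data quality filters; inactive = the rest, including low values that fail the filters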;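 also: 100% = DMSO wells rate and 0% = substrate alone blank rate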
HePTP inhibitor: human HePTP phosphatase inhibition; recombinant HePTP phosphatase activity, OD absorbance; inhibition, % at 20 µM; 110,000 tested, 0.64% active; AID 521; in the data active = inhibition above about 50%;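 also: plate controls were vehicle for no effect and reference inhibitor for full effect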
Target sequence (P35236 whole entry, looked up): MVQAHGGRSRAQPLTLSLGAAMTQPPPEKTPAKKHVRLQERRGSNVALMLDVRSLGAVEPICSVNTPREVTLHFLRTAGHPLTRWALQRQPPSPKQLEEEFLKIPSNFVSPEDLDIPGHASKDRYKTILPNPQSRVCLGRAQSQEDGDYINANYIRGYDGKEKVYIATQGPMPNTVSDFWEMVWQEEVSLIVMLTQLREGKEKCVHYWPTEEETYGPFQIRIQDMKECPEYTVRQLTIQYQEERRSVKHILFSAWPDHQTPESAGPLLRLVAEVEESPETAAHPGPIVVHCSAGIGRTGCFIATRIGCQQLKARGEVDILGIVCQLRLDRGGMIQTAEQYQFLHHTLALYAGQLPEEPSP
The depositor's hits bear a star; x = no result given.

nr	BAP1 block	HePTP inhibitor	compound
1	91	x	Nc1c2c(nc3ccccc13)CCCC2O (stereo not given)
2	106	-7	CCn1cc(C(=O)O)c(=O)c2cc(F)c(N3CCNCC3)nc21
3	124	5	C[C@@H]1C[C@H]2[C@@H]3C[C@H](F)C4=CC(=O)C=C[C@]4(C)[C@@]3(F)[C@@H](O)C[C@]2(C)[C@@]1(O)C(=O)COC(=O)C(C)(C)C
4	78	7	CN(C)CCOc1ccccc1Cc1ccccc1
5	x	8	COC(=O)C1=C(C)NC2=C(C(=O)c3ccccc32)C1c1cc(OC)c(OC)c(OC)c1 (stereo not given)
6	x	-1	COC(=O)C1=C(C)NC2=C(C(=O)c3ccccc32)C1c1ccc(-c2cc([N+](=O)[O-])ccc2Cl)o1 (stereo not given)
7	124	1	CC[C@]1(O)C[C@@H]2CN(CCc3c([nH]c4ccccc34)[C@@](C(=O)OC)(c3cc4c(cc3OC)N(C)[C@H]3[C@@](O)(C(=O)OC)[C@H](OC(C)=O)[C@]5(CC)C=CCN6CC[C@]43[C@@H]65)C2)C1
8	x	0	COc1ccc(S(=O)(=O)Nc2c(C)cc(C)cc2C)cc1
9	151	4	CCCCOc1ccc(CC(=O)NO)cc1
10	x	1	O=C(/C=C/c1ccc(OCc2ccccc2)cc1)c1ccc2c(c1)OCCO2
11	x	4	O=C(Nc1c(-c2cccs2)nc2ccccn12)c1ccc(Cl)cc1
12	81	x	NC(N)=NC(=O)Cc1c(Cl)cccc1Cl
13	x	-5	Cc1ccc(S(=O)(=O)NN2C(=O)/C(=C/c3ccc(Cl)cc3Cl)SC2=S)cc1
14	97	3	CCCCC1C(=O)N(c2ccccc2)N(c2ccccc2)C1=O
15	60	4	Cc1cccc(C)c1NC(=O)C1CCCCN1C (stereo not given)
16	132	10	Cn1c(=O)c2c(ncn2CCO)n(C)c1=O

Arranged by molecular weight (lowest first): 4 of the compounds above
nr	BAP1 block	HePTP inhibitor	compound
4	78	7	CN(C)CCOc1ccccc1Cc1ccccc1
11	x	4	O=C(Nc1c(-c2cccs2)nc2ccccn12)c1ccc(Cl)cc1
10	x	1	O=C(/C=C/c1ccc(OCc2ccccc2)cc1)c1ccc2c(c1)OCCO2
6	x	-1	COC(=O)C1=C(C)NC2=C(C(=O)c3ccccc32)C1c1ccc(-c2cc([N+](=O)[O-])ccc2Cl)o1 (stereo not given)

Sorted by the number under HePTP inhibitor (falling): 4 of the compounds above
nr	BAP1 block	HePTP inhibitor	compound
16	132	10	Cn1c(=O)c2c(ncn2CCO)n(C)c1=O
4	78	7	CN(C)CCOc1ccccc1Cc1ccccc1
15	60	4	Cc1cccc(C)c1NC(=O)C1CCCCN1C (stereo not given)
14	97	3	CCCCC1C(=O)N(c2ccccc2)N(c2ccccc2)C1=O

Assay outcomes: PubChem BioAssay, several laboratories

An excerpt. The share of hits here may be higher or lower than overall.
